Source: PubChem BioAssay (several laboratories)
TNAP act hiacc: activators of human TNAP at high phosphate acceptor concentration | P05186 | purified TNAP, CDP-star luminescence, 1 M DEA, 30 min; active compounds read high; 0 = EDTA background, 1 = DMSO-only activity | activation factor at 20 µM | 200,000 tested, under 10 active | AID 1136;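 active means activation factor at least 2 at 20 µM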
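Test system – human TNAP · Doses – 20 µM single point · Incubation – 30 min, room temperature · Signal – luminescent substrate turnover signal · Read-out basis – activation factor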
PPARg SRC-2 ag: promotes SRC-2 coactivator recruitment by human PPARgamma; P37231; PPARgamma LBD-SRC-2 recruitment, biochemical; activation, % at 8 µM; hit rate 0.34% among 200,000; AID 1032; in the data active means activation above about 22%;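 further: 0% = vehicle and 100% = reference agonist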
Target sequence (P37231 whole entry, looked up, the tested form may be a part): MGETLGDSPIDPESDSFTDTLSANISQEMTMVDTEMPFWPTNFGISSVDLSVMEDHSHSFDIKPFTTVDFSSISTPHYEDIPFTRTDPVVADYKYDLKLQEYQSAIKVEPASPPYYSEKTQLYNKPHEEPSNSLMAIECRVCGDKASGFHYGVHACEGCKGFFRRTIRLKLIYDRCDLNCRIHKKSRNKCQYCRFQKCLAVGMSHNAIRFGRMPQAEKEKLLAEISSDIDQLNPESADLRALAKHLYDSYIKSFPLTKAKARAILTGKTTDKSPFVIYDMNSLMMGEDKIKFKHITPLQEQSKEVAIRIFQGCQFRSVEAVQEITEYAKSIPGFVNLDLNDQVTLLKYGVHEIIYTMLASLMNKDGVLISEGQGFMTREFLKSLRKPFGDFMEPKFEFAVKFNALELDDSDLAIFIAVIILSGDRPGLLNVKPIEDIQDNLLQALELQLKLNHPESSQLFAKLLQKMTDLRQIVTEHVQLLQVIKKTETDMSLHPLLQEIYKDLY
STAT3 activator: activators of IL-6 induced STAT3 signaling; U3A cells, IL-6 STAT3-luciferase reporter, luminescence; 100% = signal with IL-6 EC80 alone; hit rate 0.91% among 190,000; activation (% of control), % at 5.6 µM;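 active means activation above the screen-wide mean of compound activation plus 3 SD, cut at about 130% in these data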;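 further: 0% = background luminescence of wells with medium and substrate only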
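Detection: reporter luminescence signal / Assay system: STAT1-lacking human U3A cells, STAT3 luciferase reporter / Incubation: compound pre-incubation 1 h before IL-6, then 6 h stimulation at 37 °C / Control set: IL-6-only high control / Read-out: % activation relative to IL-6 control / Probe or stimulus: Interleukin-6, 33 ng/mL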
PPARg SRC1 recr: PPARgamma-driven SRC-1 recruitment agonism; hit rate 0.41% among 200,000; activation, % at 8 µM; PPARgamma-SRC-1 coactivator recruitment biochemical assay; in the data active means activation above about 19%;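 further: 0% = DMSO and 100% = reference agonist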
STAT3 blocker: reduces IL-6 driven STAT3 reporter signal; U3A cells, IL-6 STAT3-luciferase reporter, luminescence; host cell line lacks STAT1; inhibition, % at 5.5 µM; hit rate 0.89% among 190,000; AID 862;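 active means inhibition above the mean inhibition across all screened compounds plus 3 SD, cut at about 44% in these data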;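 further: 0% = DMSO only wells and 100% = 100 µM nifuroxazide control wells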
TR-FRET SRC-2 ct: counter-screen for PPARgamma SRC-2 recruitment agonists: TR-FRET artefact | active compounds read high | TR-FRET ratio at 8 µM | hit rate 0.4% among 200,000 | AID 1049; in the data active means TR-FRET ratio above about 2000; further: inactives centre near 1500
PPARg SRC-3 ag: agonists of human PPARgamma SRC-3 coactivator recruitment | hit rate 0.26% among 200,000 | biochemical PPARgamma/SRC-3 coactivator recruitment assay | AID 731 | activation, % at 8 µM; in the data active means activation above about 23%;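 further: 0% = DMSO and 100% = reference agonist; some compounds past the cut are filed as inactive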
STAT1 inh: inhibitors of IFN-gamma induced STAT1 signaling. NIH 3T3 STAT1-luciferase reporter, luminescence. inhibition, % at 5.5 µM. hit rate 0.35% among 200,000;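 active means inhibition above a set limit, the mean inhibition across all tested compounds plus 3 SD, cut at about 34% in these data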;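 further: 0% = IFN-gamma with DMSO and 100% = IFN-gamma with 300 µM nifuroxazide; values of inactives mirror those of a sister screen read the other way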
bIAP inhibitor: blocks bovine intestinal alkaline phosphatase activity; 190,000 tested, under 10 active; inhibition, % at 20 µM; purified bovine IAP, CDP-star luminescence, 30 min; AID 1019;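 active means over 50% inhibition of intestinal alkaline phosphatase at 20 µM in the single-dose screen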
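test system = bovine IAP enzyme | medium = DEA buffer 100 mM, pH 9.8, with MgCl2 1.0 mM, ZnCl2 0.02 mM | detection = luminescence | dosing = single compound dose of 20 µM, 2% DMSO final | incubation = 30 min reaction at room temperature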
ROMK mod: modulates human ROMK potassium channel activity; B-score at 10 µM; Tet-inducible ROMK, thallium flux fluorescence; actives lie on both sides; hit rate 2% among 130,000; P48048;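 active means signal ratio slope over the read window, or its plate-corrected B-score, at least 3 SD from the plate mean, either direction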;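 further: B-score of the F/F0 ratio slope over 7 to 12 s after thallium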
Target sequence (P48048 whole entry, looked up): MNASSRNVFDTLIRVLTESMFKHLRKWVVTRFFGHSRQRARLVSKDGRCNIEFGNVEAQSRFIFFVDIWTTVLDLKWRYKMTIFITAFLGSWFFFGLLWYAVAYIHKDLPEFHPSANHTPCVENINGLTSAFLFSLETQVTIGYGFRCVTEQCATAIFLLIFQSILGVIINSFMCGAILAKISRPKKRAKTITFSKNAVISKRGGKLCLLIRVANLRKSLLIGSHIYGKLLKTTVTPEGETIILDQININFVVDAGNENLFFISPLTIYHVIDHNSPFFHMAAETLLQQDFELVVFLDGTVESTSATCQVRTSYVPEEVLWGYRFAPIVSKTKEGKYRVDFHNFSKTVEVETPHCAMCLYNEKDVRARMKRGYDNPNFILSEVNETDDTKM
bIAP act: intestinal alkaline phosphatase (bovine) activation. purified bovine IAP, CDP-star luminescence, 30 min; active compounds read high; fold of DMSO-control signal, blank-subtracted. activation factor at 20 µM. hit rate 0.17% among 200,000. AID 1016;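 active means activation factor of 2 or more at 20 µM, a signal rise over negative controls twice the positive control's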
Starred values were filed as active, the others as inactive; / = no result given.

SMILES	TNAP act hiacc	PPARg SRC-2 ag	STAT3 activator	PPARg SRC1 recr	STAT3 blocker	TR-FRET SRC-2 ct	PPARg SRC-3 ag	STAT1 inh	bIAP inhibitor	ROMK mod	bIAP act
O=C(OCC(=O)N1CCN(S(=O)(=O)c2ccccc2)CC1)c1ccc([N+](=O)[O-])o1	1.1	4.6	98.9	-0.2	5.3	1538	-3.0	2.9	-2.0	-0.634	1
Cc1cc(C)c(-c2cc(NC(=O)CSc3nncn3C)n(-c3ccccc3)n2)cc1C	1	1.2	105.3	-2.4	-4.2	1547	5.9	2.4	-13.9	-0.805	1.1
Cc1onc(-c2c(Cl)cccc2Cl)c1C(=O)NC(C)(C)CO	1	2.5	99.8	-1.6	-0.1	1611	-5.1	-3.2	0.5	/	1
CC(C)NC(=O)c1cc2c(C(F)(F)F)nn(C)c2s1	1	2.5	100.4	1.5	5.7	1395	-3.0	-6.8	-3.2	/	1
CN(C)CCCNCCCNC(=O)/C(=N\O)c1ccccn1	1	2.8	104.3	1.8	-0.2	1512	1.2	-4.1	9.6	/	0.9
O=C(Nc1cccc([N+](=O)[O-])c1)Nc1cccs1	1	-9.9	93.3	2.1	9.6	1285	-5.7	17.1	19.8	-0.983	0.8
Cn1c(N2CCN(c3ccccn3)CC2)nc2c1c(=O)n(Cc1ccccc1Cl)c(=O)n2C	/	2.6	94.3	4.3	8.9	1656	9.0	-0.6	/	1.42	/
CCn1cc(C2=NC(CCSC)CO2)c2ccccc21 (stereo unspecified)	1	6.8	97.1	2.5	10.8	1661	-4.5	-6.5	-7.3	0	1.1
CCCC(=O)Nc1ccc(Cl)c(NC(=O)c2ccc([N+](=O)[O-])cc2Cl)c1	1	-8.7	100.2	-10.5	0.1	1469	-0.7	0.1	2.1	0.0304	1
Cc1ccc(C)n1CCN1CCN(CC(=O)Nc2ccc(S(N)(=O)=O)cc2)CC1	1	-3.3	103.3	1.4	2.6	1507	2.2	-5.3	0.6	/	1
CCCC(=O)Nc1ccc(Cl)c(NC(=O)c2cccnc2)c1	1	1.1	99.7	-8.0	4.0	1371	-0.7	-9.8	5.5	0.055	0.9
Cc1cc2ccc(C)c(C)c2nc1SCC(=O)c1cccs1	1	-3.2	159.9*	-8.4	-66.2	1566	5.6	21.0	/	/	0.3
CSc1nnc2c3ccccc3n(Cc3ccccc3)c2n1	1	2.3	100.6	0.4	3.0	1255	6.8	5.8	2.9	0.258	1
Cc1[nH]nc(-c2ccc(O)cc2O)c1-c1ccc(Cl)cc1	1	-3.2	80.3	-4.2	31.1	1389	-7.0	6.5	7.1	0.983	0.9
CCc1cc2c(=O)c(-c3nc4ccccc4n3C)c(COCC(=O)O)oc2cc1O	1	2.7	101.4	-0.6	7.2	1672	2.2	9.1	6.3	/	0.9
CCCCOC(=O)c1ccc(N/C(=N\S(=O)(=O)c2ccccc2)c2ccccc2)cc1	1	0.6	102.0	11.0	1.3	1349	1.3	5.9	8.9	0.788	0.9
COc1cc(C)ccc1OCCOCCOc1c(C)cc(C)cc1Br	1	-2.1	100.4	-1.6	6.0	1587	14.5	-5.9	11.4	-0.552	0.9
CN(C)Cc1cnc2ccc(Cl)cn12	1.1	1.4	99.0	-5.2	7.3	1494	-1.4	-0.7	11.5	/	0.9
O=C(N/N=C/c1ccccc1C(=O)O)c1cc(-c2ccc3c4c(cccc24)CC3)n[nH]1	1	6.9	91.2	0.6	14.7	1583	5.3	-13.1	-10.8	-0.271	1.1
COc1cc(OC)cc(-c2nc(-c3ccccc3)no2)c1	1.1	21.5	107.8	-0.7	-6.2	1472	2.2	-25.4	6.4	0.478	0.9
Cc1cccc(OCC(=O)Nc2ccc(N3CCN(C(=O)c4ccccc4)CC3)cc2)c1	1	-0.2	79.2	3.7	27.0	1815	0.7	9.9	-1.7	0.452	1
CCc1nc2c(c(=O)c3ccccc3n2C)c(=O)n1C1CCCCCC1	1	-3.0	105.2	0.6	-5.3	1599	1.6	4.6	4.1	/	1
CCCOc1ccc(C2C(C(=O)OC)=CN(CCOC)C=C2C(=O)OC)cc1	1.1	6.0	101.1	-4.6	3.0	1690	7.4	-2.8	-24.1	/	1.2
Cn1c(=O)c2[nH]c(-c3ccccc3O)nc2n(C)c1=O	0.9	6.4	124.8	10.7	-16.5	1528	7.0	5.8	5.0	/	0.9

Shown with values under each structure: entries from further up.
Order of results – TNAP act hiacc | PPARg SRC-2 ag | STAT3 activator | PPARg SRC1 recr | STAT3 blocker | TR-FRET SRC-2 ct | PPARg SRC-3 ag | STAT1 inh | bIAP inhibitor | ROMK mod | bIAP act
O=C(N/N=C/c1ccccc1C(=O)O)c1cc(-c2ccc3c4c(cccc24)CC3)n[nH]1
→ 1 | 6.9 | 91.2 | 0.6 | 14.7 | 1583 | 5.3 | -13.1 | -10.8 | -0.271 | 1.1
COc1cc(OC)cc(-c2nc(-c3ccccc3)no2)c1
→ 1.1 | 21.5 | 107.8 | -0.7 | -6.2 | 1472 | 2.2 | -25.4 | 6.4 | 0.478 | 0.9
Cc1cccc(OCC(=O)Nc2ccc(N3CCN(C(=O)c4ccccc4)CC3)cc2)c1
→ 1 | -0.2 | 79.2 | 3.7 | 27.0 | 1815 | 0.7 | 9.9 | -1.7 | 0.452 | 1

Ordered by value in PPARg SRC1 recr (low to high): five of the compounds above
smiles | TNAP act hiacc | PPARg SRC-2 ag | STAT3 activator | PPARg SRC1 recr | PPARg SRC-3 ag | STAT1 inh | bIAP inhibitor | ROMK mod | bIAP act
Cc1[nH]nc(-c2ccc(O)cc2O)c1-c1ccc(Cl)cc1 | 1 | -3.2 | 80.3 | -4.2 | -7.0 | 6.5 | 7.1 | 0.983 | 0.9
COc1cc(OC)cc(-c2nc(-c3ccccc3)no2)c1 | 1.1 | 21.5 | 107.8 | -0.7 | 2.2 | -25.4 | 6.4 | 0.478 | 0.9
CSc1nnc2c3ccccc3n(Cc3ccccc3)c2n1 | 1 | 2.3 | 100.6 | 0.4 | 6.8 | 5.8 | 2.9 | 0.258 | 1
O=C(N/N=C/c1ccccc1C(=O)O)c1cc(-c2ccc3c4c(cccc24)CC3)n[nH]1 | 1 | 6.9 | 91.2 | 0.6 | 5.3 | -13.1 | -10.8 | -0.271 | 1.1
CCCCOC(=O)c1ccc(N/C(=N\S(=O)(=O)c2ccccc2)c2ccccc2)cc1 | 1 | 0.6 | 102.0 | 11.0 | 1.3 | 5.9 | 8.9 | 0.788 | 0.9

The list goes on:
SMILES	TNAP act hiacc	PPARg SRC-2 ag	STAT3 activator	PPARg SRC1 recr	STAT3 blocker	TR-FRET SRC-2 ct	PPARg SRC-3 ag	STAT1 inh	bIAP inhibitor	ROMK mod	bIAP act
O=C(Nc1ccc(Cl)cc1C(=O)NCCN1CCOCC1)c1ccc(Cl)cc1Cl	1	4.3	96.8	5.3	9.5	1387	4.8	-2.3	7.9	-0.262	0.9
CCOC(=O)CCc1c(C)c2c(C)nn(-c3ccccc3)c2[nH]c1=O	1	10.7	96.8	2.7	9.0	1523	14.6	2.3	8.5	/	0.9
Cc1ccc(S(=O)(=O)N(c2nc(N(C)C)nc(N(C)C)n2)n2cnnc2)cc1	1	3.4	97.8	-3.3	9.0	1568	-0.9	6.8	9.4	/	0.9
O=C(Nc1ccc(Oc2cccnc2)cc1)c1cccc([N+](=O)[O-])c1	1	-4.5	87.4	3.4	13.4	1527	1.8	-11.7	35.5	-0.0175	0.6
Cc1ccc(NC(=O)CSCC(=O)NCCc2ccccn2)c(C)c1	1	-6.6	101.3	-4.5	0.8	1503	2.0	-0.9	-15.4	-0.799	1.2
CN(Cc1ccccc1)C(=O)c1c[nH]c2ccc(S(=O)(=O)N3CCOCC3)cc2c1=O	1	-2.8	101.9	4.1	1.5	1575	-2.9	-0.1	-2.3	0.242	1
COCCNC(=O)COc1ccc(Br)cc1Cl	1	7.0	98.5	2.9	3.4	1628	3.8	0.7	12.8	/	0.9
O=C(O)CCC(=O)Nc1cccc(C(=O)Nc2ccc(Br)cc2)c1	1	-9.6	114.1	6.9	-4.1	1565	2.0	-6.8	3.6	0.274	1
Cc1nn(C)cc1C(C(=O)NC1CCCCC1)N(C(=O)Cc1cccs1)c1ccc(F)cc1 (stereo unspecified)	1	12.3	99.6	6.1	0.5	1644	-0.8	-2.5	9.1	/	0.9
COc1cc(NC(=O)c2cc(-n3cnnc3)ccc2Cl)cc(OC)c1	1.1	-3.5	98.0	1.9	6.1	1621	12.7	5.6	0.1	/	1
FC(F)(F)c1cccc(NCc2n[nH]c(=S)n2C2CCCCC2)c1	1	-2.2	97.2	-1.6	8.0	1656	2.7	-0.5	3.5	-0.898	1
CCOC(=O)C1(CCc2ccccc2)CCN(C(=O)[C@@H]2C[C@@H](C)NC(=S)N2)CC1	1	-5.8	99.8	-3.9	5.3	1415	-1.1	-3.6	23.0	-1.14	0.8
O=C1CCC(=O)N1OCCOc1ccc2c(c1)CCC2	1	2.5	110.0	0.9	-8.8	1509	2.3	-17.5	8.0	/	0.9
COC(=O)c1cccc(NC(=S)N2CCOCC2)c1	1	-0.1	108.7	-0.8	-2.7	1402	-3.4	0.4	-9.9	/	1.1
CC(C)n1c(Nn2cnnc2)nc2ccccc21	1	2.8	103.5	3.2	-1.1	1481	1.1	3.2	1.4	/	1
C=CCc1c(C)[nH]c(=S)c(C#N)c1C	1.1	1.5	104.7	4.8	-0.3	1613	6.1	0.2	11.6	/	0.9
O=C(O)CCC(=O)N1N=C(c2c(-c3ccccc3)c3cc(Cl)ccc3[nH]c2=O)CC1c1cccs1 (stereo unspecified)	1	1.6	96.0	0.1	5.6	1633	-0.5	7.7	8.8	/	0.9
CC(=O)c1cccc(NC(=S)NC(=O)c2ccc(C)cc2)c1	1.1	2.1	91.2	-1.7	12.4	1681	-2.4	-39.3	8.9	-0.3	0.9
C=CCC1Cc2c(Br)cccc2C(CC=C)N1 (stereo unspecified)	1.1	5.4	97.9	2.6	9.1	2035*	1.8	5.8	-4.4	-0.63	1
O=C1C=C(NCCNc2c(F)c(F)c(CO)c(F)c2F)CCC1	1	8.3	93.1	-0.1	11.3	1620	-3.1	7.8	14.6	-0.574	0.9
